Screening results deposited in PubChem BioAssay by National Center for Advancing Translational Sciences (NCATS).
ERK EGF block – EGF-driven ERK pathway inhibition | HEK293-V1b, EGF-stimulated phospho-ERK AlphaScreen | Potency, µM (series often up to 11.5 µM), inactives show at the highest dose activity change, negative = inhibition, usual class: inhibitors | actives 0.41% (n = 130,000) | AID 1454; active = well fitted inhibition curve with a large enough effect; inconclusive = small, poorly fitted or top-dose-only effect, or effect the other way;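 note: plate controls were stimulated vehicle wells for no effect and unstimulated vehicle basal for full effect; nearly all actives have a fitted effect of over 55% in size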
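Compounds are titrated over HEK293-V1b cells kept overnight in 1% FBS. After 30 min at 37C, EGF (25 nM final) triggers ERK phosphorylation for 5 min, measured by AlphaScreen in lysates.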
An asterisk follows results filed as active; ? = inconclusive; [ ] = dose if it differs, or a comment. Potency is the fitted concentration of half-maximal effect. Only part of the results is shown. The share of hits here may be higher or lower than overall.

ERK EGF block,Molecule
-2.1%[57.5 µM],CCCNC(=O)c1ccc2c(=O)c(O)c(-c3ccsc3)[nH]c2c1
14.7%,Cc1cccc(Nc2ccc(C(=O)N3CCOCC3)cn2)c1
-8.2%[57.5 µM],CN(CCO)CCC(=O)NC1(C)CS(=O)(=O)CC1S(=O)(=O)O (stereo not drawn)
0.0%,Cc1cc(NC(=O)CSc2nc3c(cc2C#N)CCCCC3)no1
-4.4%,Cc1cc(C)nc(N2CCCC(CCC(=O)NCc3ccc(F)c(F)c3)C2)n1 (stereo not drawn)
7.7%,Cc1ccc(-n2c(C)nn(CC#N)c2=O)cc1
-0.6%,CN(Cc1ccccc1)c1ccc([N+](=O)[O-])cc1C(=O)O
-1.7%,Fc1ccc([C@H]2CCNC[C@H]2COc2ccc3c(c2)OCO3)cc1
3.2%,Cc1ccccc1NC(=O)CSc1nc(N)c2c3c(sc2n1)CSC(C)(C)C3
-13.4%[57.5 µM],O=C(Oc1ccc2c3c(c(=O)oc2c1)CCCC3)c1ccco1
10.7%,COc1ccc(S(=O)(=O)N2CCCC2)cc1C(C)C
6.7%[57.5 µM],Nc1cccc2nsnc12
-0.5%,O=C(NCC1CCCO1)C(=Cc1cccc([N+](=O)[O-])c1)C(=O)NCC1CCCO1 (stereo not drawn)
5.9%[57.5 µM],Cc1[nH]c(=O)c(C#N)c(C)c1Cl
2.2%,CN(C)CCCNc1ncc(C(F)(F)F)cc1Cl
3.3%,CCN(Cc1ccccc1)S(=O)(=O)c1cc(C(=O)O)ccc1OC
0.3%[57.5 µM],O=C(O)CCCNC(=O)CCCn1nnc2ccccc2c1=O
-0.7%,COCC(C)NC(=O)C(C)Oc1ccccc1 (stereo not drawn)
-1.7%,O=C(Nc1ccc2c(c1)C(=O)NC2=O)c1ccc2ncsc2c1
-6.2%,Cc1cc(N)n(Cc2ccc(Cl)cc2)n1
11.7%,O=C(Cc1ccccc1)NNc1c2ccccc2nc2ccccc12
-5.9%,Cc1cc(=O)oc2cc(OCc3ccc(C(=O)N4CCN(c5ccc([N+](=O)[O-])cc5)CC4)cc3)ccc12
7.6%,COCC(=O)NNC(=O)Cc1ccc(Cl)cc1
-5.2%,CCCSC1=NN2CCCC(=O)N=C2S1
0.5%[57.5 µM],O=S(=O)(CCc1ccncc1)Cc1ccc2c3c(cccc13)CC2
-1.7%,CCOC(=O)N/N=C(\C)c1ccc(C)o1
-8.1%,O=C(Nc1ccccc1)N1CCCC2(CCN(C(=O)c3csnn3)CC2)C1
1.1%,Cc1ccc(C(=O)Nc2ccc(Cl)cc2C)c(Cl)c1
17.9%,Cc1ccc(S(=O)(=O)N2CCSC2C(=O)O)cc1 (stereo not drawn)
4.9%[57.5 µM],CN(C)/C(Cn1cncn1)=C1/N=C(c2c(F)cccc2F)OC1=O
-1.5%,O=S(=O)(Nc1ccc(-c2csc(-c3ccccc3)n2)cc1)c1ccccc1
1.3%,O=C(O)c1ccccc1C(=O)N1CCN(c2cccc(Cl)c2)CC1
-2.7%[57.5 µM],O=C(CS(=O)(=O)Cc1ccccc1)NCc1ccc2c(c1)OCO2
4.2%,Cc1ccc(C2(c3noc(CN(C)CC4CCCCO4)n3)CCCC2)cc1 (stereo not drawn)
-2.6%,C/C(=N\NC(=O)C1(C)CC1(Br)Br)c1cccc(NC(=O)C2CCC2)c1 (stereo not drawn)
6.5%,Nc1nnc(SCC(=O)Nc2ccc3nc(SCC(=O)Nc4ccccc4)sc3c2)s1
1.0%,COc1ccccc1/C=C/C=N/NC(=O)Cc1cccn1C
-2.0%,C=CCn1c(/N=C/c2ccc3c(c2)OCO3)nc2ccccc21
-7.3%,COc1ccc(CN=C(N)N=C(N)N)cc1Cl
-5.1%,COc1cc(/C=N/NC2=NC(C)(C)Cc3ccccc32)cc(OC)c1OC
2.4%,O=C(N/N=C/c1ccc[nH]1)c1ccc(O)cc1
-1.9%,COc1cc(/C=C/C(=O)CC(=O)/C=C/c2ccc(O)c(OC)c2)ccc1O
?,O=C(NCCN1CCOCC1)c1cc(S(=O)(=O)Nc2ccccc2F)c(Cl)cc1Cl
-2.8%,O=C(Cc1ccc(Nc2nc(=S)[nH]c3ccccc23)cc1)NC1CCCCC1
7.6%,O=C(NNC(=S)NC(=O)c1ccccc1[N+](=O)[O-])c1ccccc1Cl
28.7%,S=c1[nH]nc(C2CCCCC2)n1/N=C/c1ccncc1
-1.9%,C=CCn1c(CCC(O)COCCC)n[nH]c1=S (stereo not drawn)
-0.8%,COc1ccccc1C(=O)NCc1ccccn1
0.5%,CC(C(=O)NCCCc1ccccc1)c1ccc([N+](=O)[O-])cc1 (stereo not drawn)
-4.8%[57.5 µM],CSc1nnc(-c2ccc(C(F)(F)F)cn2)o1
6.3%[57.5 µM],Cc1cc2c(c(=O)o1)C(c1ccc([N+](=O)[O-])o1)C(C#N)=C(N)O2 (stereo not drawn)
4.0%,CC(C)(C)C(=O)NC1(C(F)(F)F)NC(=O)N(c2ccc(F)cc2)C1=O (stereo not drawn)
-1.9%,COc1ccc(OCC2CCCN(Cc3nc(CC4CC4)no3)C2)cc1 (stereo not drawn)
3.9%,Brc1ccc(Cn2c(-c3cncs3)nc3ccccc32)cc1
26.0%,CN(C)Cc1ccccc1-c1ccc2ncnc(N3CCOCC3)c2c1
-3.4%,Cc1cc(-c2ccc(C(=O)O)s2)cnc1N
1.4%,COc1ccc(CC(=O)NCC(c2ccc(OC)cc2)N(C)C)cc1 (stereo not drawn)
6.0%[57.5 µM],NC(=S)Nc1ccc(F)cc1F
-10.2%[57.5 µM],CCOC(=O)NNc1ccc2nonc2c1[N+](=O)[O-]
8.6%,COc1cccc(C(=O)Cn2c(=O)n(CCC(=O)NCC3CCCO3)c(=O)c3cc(OC)c(OC)cc32)c1 (stereo not drawn)

Remaining list, next part:
ERK EGF block,Molecule
-0.1%,COCCn1c(C)cc(C(=O)COC(=O)c2ccc[nH]c2=O)c1C
8.1%,CC(C)c1ccc(NC(=S)NN2CCN(C)CC2)cc1
-2.9%,COc1ccc(C(=S)N2CCOCC2)cc1OC(=O)c1cccc([N+](=O)[O-])c1
10.1%,CCN(CC)S(=O)(=O)c1cccc(C(=O)N/N=C/c2ccc(N3CCOCC3)cc2)c1
4.9%,CCOC(=O)c1cnc(-n2nc(C)cc2C)nc1NC(C)c1ccccc1 (stereo not drawn)
-8.5%[57.5 µM],Cc1nc(C(=O)N/N=C/c2[nH]ncc2Br)cs1
4.7%,CC(C)(C)OC(=O)C(C(=O)OC(C)(C)C)c1ccc(Cl)nn1
-5.0%,CCn1c(SCC(=O)NCc2ccc(F)cc2)nc2c(c1=O)SC(C)C2 (stereo not drawn)
-15.3%,Cc1ccc(C(=O)Nc2ncc(Cc3ccc(SC(F)F)cc3)s2)cc1
1.1%,CCc1cccc(C)c1NC(=O)CN(C)Cc1cccc(F)c1
5.6%,Cc1ccc(NC(=O)/C=C\C(=O)NCC(=O)O)cc1C
7.0%,CCOC(=O)/C(=N\Nc1cc(Cl)ccc1Cl)N1CCOCC1
0.9%[57.5 µM],CCNc1nc(NCC)nc(N(C#N)C(C)C)n1
14.3%,CN(C)Cc1ccccc1-c1cncnc1NCc1cccnc1
-2.9%[57.5 µM],O=C(C1=C[C@@H](c2ccc3c(c2)OCO3)C[C@@H](OCc2ccc(CO)cc2)O1)N1CCOCC1
-2.5%,COc1ccccc1C(=O)N1CCN(c2nc3cc(C)c(C)cc3cc2C#N)CC1
-5.3%[57.5 µM],O=C1OCCC1Sc1nnc(-c2ccc(Cl)cc2Cl)o1 (stereo not drawn)
-9.2%[57.5 µM],Cc1ccccc1C(=O)NC(C(N)=O)P(=O)(OC(C)C)OC(C)C (stereo not drawn)
0.2%[57.5 µM],CC(=O)OCC(=O)C1(O)CCC2C3CCC4=CC(=O)C=CC4(C)C3C(O)CC21C (stereo not drawn)
-2.2%,O=C(NC1CCCCC1)N1CCN(c2nc(-c3ccccc3)cs2)CC1
17.9%[57.5 µM],O=C(NC(=S)Nc1cc(C(F)(F)F)ccc1N1CCOCC1)c1ccco1
0.7%,COc1cc(NC(=O)COC(=O)c2ccc(S(=O)(=O)N3CC(C)CC(C)C3)cc2)c(C)cc1[N+](=O)[O-] (stereo not drawn)
35.5µM*,CCOC(=O)N1CCc2c(sc(NC(=O)CN3CCOCC3)c2C(=O)Nc2ccccc2)C1
-4.5%,O=C(NC(c1ccccc1)c1ccccc1)N1CCOCC1
3.9%,NNC(=O)CN(CCc1ccccc1)S(=O)(=O)c1ccc(Cl)cc1
-0.9%[57.5 µM],O=C(Nc1ccccc1[N+](=O)[O-])c1cc2ccccc2nc1Cl
-9.3%[57.5 µM],O=S(=O)(Nc1ccc(OC(F)(F)F)cc1)c1cccc2nonc12
-6.6%,O=C(c1cccc(COc2cccc3ccccc23)c1)N1CCCC1
4.4%,Oc1cccc(/C=N/Nc2cc(N3CCCC3)nc(N3CCCC3)n2)c1
-5.7%,CCOc1ccc(/C=C2\N=C(c3cccs3)OC2=O)cc1OC
7.8%,CC(=O)N1N=C(c2ccc(Br)cc2)CC1c1cn(C)c2ccccc12 (stereo not drawn)
-3.2%,CN(C)CCNc1ccc(-c2nn(C)c(=O)c3ccccc23)cc1[N+](=O)[O-]
-8.8%,CC(=O)OCc1nc2sc3c(c2c(=O)[nH]1)CCCC3
-9.7%,CCCC(=O)NC(c1ccc(N(C)C)cc1)c1c(O)ccc2ccccc12 (stereo not drawn)
14.6%[57.5 µM],CCOC(=O)C1(Cc2ccccc2)CCN(Cc2ccc(C3CCCCO3)s2)CC1 (stereo not drawn)
-2.8%[57.5 µM],O=C(O)/C=C/C(=O)Nc1c(F)cccc1F
4.6%,FC(F)(F)c1ccc(C2[C@H]3CN(Cc4cccnc4)[C@H](c4ccccc4)C34CC2(c2cccnc2)C4)cc1 (stereo partly drawn)
4.2%,Cc1ccc2nc3nc(NCC4CCCO4)c(C(=O)NC4CCCCC4)cc3c(=O)n2c1 (stereo not drawn)
0.5%,CN(CCO)c1cc(N2CCN(C(=O)c3ccco3)CC2)c2nonc2c1[N+](=O)[O-]
-11.3%,CCc1c(C)sc(NC(=O)Cn2nc(C)c([N+](=O)[O-])c2C)c1C(N)=O
8.1%,C=CCn1c(SCc2cc(=O)n3cc(C)ccc3n2)nnc1-c1cccc(C)c1
1.7%,O=C(COc1ccccc1)Nc1ccc(N2CCN(C(=O)c3ccco3)CC2)cc1
-10.4%[57.5 µM],O=C(NNc1ccccc1C(F)(F)F)c1sccc1Br
3.6%,CC(C)(C)NC(=O)c1ccc2c(c1)C1C3CCC(C3)C1C(c1ccccc1)N2 (stereo not drawn)
3.3%,Cn1c(N2CCN(C(=O)Nc3ccc(F)cc3)CC2)nc2ccccc21
-29.9%,CCOC(=O)COc1cc(-n2c(=S)[nH]c3ccccc3c2=O)c(Cl)cc1Cl
-5.4%,CN(C)C(=O)c1ccc(N/C=C(\C=O)c2nc3ccccc3o2)cc1
-19.0%[57.5 µM],COc1ccc(/C=C2\SC(=S)N(N3CCOCC3)C2=O)c(OC)c1
?,N#Cc1c(-c2ccco2)ccn(Cc2ccc(F)cc2)c1=O
-0.2%[25.7 µM],COc1c(O[C@H]2O[C@@H](CO)[C@@H](O)[C@@H](O)[C@@H]2O)cc2c(c1OC)-c1ccc(SC)c(=O)cc1[C@H](NC(C)=O)CC2
-15.2%[57.5 µM],COc1ncccc1-c1nnn(-c2ccc(F)cc2)n1
-4.4%,COc1ccc(N2CCN(C(=O)C(=O)c3c(C)n(C)c4ccccc34)CC2)cc1
-8.7%,O=C(CN1C(=O)S/C(=C/c2cccnc2)C1=O)N1CCOCC1
2.2%,O=C(NN(C(=O)C1CC1)c1nc2ccccc2s1)C1CC1
7.2%,CCc1nnc(N2C(=N)SCC2=O)s1
-23.7%,CN[C@H]1CCc2cc(OC)c(OC)c(OC)c2-c2ccc(N[C@@H]3CCCCNC3=O)c(=O)cc21
-1.4%[25.7 µM],COC(=O)C1=C(C)NC(C)=C(C(=O)OC(C)C)[C@H]1c1cccc2nonc12
7.0%,CCNc1nc(NCC)n2c(SCC(=O)Nc3ccc(C(F)(F)F)cc3[N+](=O)[O-])nnc2n1
-2.3%[57.5 µM],O=C(c1ccccc1)c1cnc[nH]1

Structural class, the compounds so far containing a nitro group on carbon
ERK EGF block,Molecule
-0.6%,CN(Cc1ccccc1)c1ccc([N+](=O)[O-])cc1C(=O)O
-0.5%,O=C(NCC1CCCO1)C(=Cc1cccc([N+](=O)[O-])c1)C(=O)NCC1CCCO1 (stereo not drawn)
-5.9%,Cc1cc(=O)oc2cc(OCc3ccc(C(=O)N4CCN(c5ccc([N+](=O)[O-])cc5)CC4)cc3)ccc12
7.6%,O=C(NNC(=S)NC(=O)c1ccccc1[N+](=O)[O-])c1ccccc1Cl
0.5%,CC(C(=O)NCCCc1ccccc1)c1ccc([N+](=O)[O-])cc1 (stereo not drawn)
6.3%[57.5 µM],Cc1cc2c(c(=O)o1)C(c1ccc([N+](=O)[O-])o1)C(C#N)=C(N)O2 (stereo not drawn)
-10.2%[57.5 µM],CCOC(=O)NNc1ccc2nonc2c1[N+](=O)[O-]
-2.9%,COc1ccc(C(=S)N2CCOCC2)cc1OC(=O)c1cccc([N+](=O)[O-])c1
0.7%,COc1cc(NC(=O)COC(=O)c2ccc(S(=O)(=O)N3CC(C)CC(C)C3)cc2)c(C)cc1[N+](=O)[O-] (stereo not drawn)
-0.9%[57.5 µM],O=C(Nc1ccccc1[N+](=O)[O-])c1cc2ccccc2nc1Cl
-3.2%,CN(C)CCNc1ccc(-c2nn(C)c(=O)c3ccccc23)cc1[N+](=O)[O-]
0.5%,CN(CCO)c1cc(N2CCN(C(=O)c3ccco3)CC2)c2nonc2c1[N+](=O)[O-]
-11.3%,CCc1c(C)sc(NC(=O)Cn2nc(C)c([N+](=O)[O-])c2C)c1C(N)=O
7.0%,CCNc1nc(NCC)n2c(SCC(=O)Nc3ccc(C(F)(F)F)cc3[N+](=O)[O-])nnc2n1
